High-throughput results deposited in PubChem by several laboratories.
Kir21 block: inhibitors of mouse Kir2.1 inward-rectifier potassium channel; HEK293-Kir2.1, FluxOR thallium flux fluorescence; active compounds read low; hit rate 0.85% among 310,000; B-score at 10 µM;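 active = fluorescence ratio B-score at or below minus 3 SD of library scores, with starting-brightness B-score within 2 SD, cut at about -4.2 in these data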;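 note: channel flux triggered by added potassium and thallium sulfate stimulus; B-score of peak minus minimum fluorescence over baseline after thallium stimulus; more negative B-score means stronger Kir2.1 block with less thallium influx; some compounds called inactive have numbers as strong as hits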
Target sequence (P35561 whole entry, looked up): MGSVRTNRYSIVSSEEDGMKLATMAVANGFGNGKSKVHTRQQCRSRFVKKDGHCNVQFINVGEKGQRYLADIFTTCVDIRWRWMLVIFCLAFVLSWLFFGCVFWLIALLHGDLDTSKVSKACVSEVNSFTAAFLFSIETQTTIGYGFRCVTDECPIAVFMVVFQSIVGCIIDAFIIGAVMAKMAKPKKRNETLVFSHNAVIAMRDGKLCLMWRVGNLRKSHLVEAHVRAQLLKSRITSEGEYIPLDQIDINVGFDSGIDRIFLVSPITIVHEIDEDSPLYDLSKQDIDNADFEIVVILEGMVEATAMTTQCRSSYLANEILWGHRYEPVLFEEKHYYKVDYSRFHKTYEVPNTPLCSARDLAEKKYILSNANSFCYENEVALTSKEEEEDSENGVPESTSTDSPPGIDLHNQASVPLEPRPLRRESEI
STK33 kinase inh: inhibitors of purified STK33 kinase, primary screen, biochemical, ADP-Glo luminescence, homogeneous, cell-free; AID 2661, 2010; Serine/threonine-protein kinase 33 (Homo sapiens), Q9BYT3; MBP phosphorylation; inhibition, % at 10 µM; hit rate 0.073% among 320,000;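 active = inhibition at or above 25%, using the most active replicate where run in duplicate; inactive = inhibition below 25%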
Target sequence (Q9BYT3 whole entry, looked up): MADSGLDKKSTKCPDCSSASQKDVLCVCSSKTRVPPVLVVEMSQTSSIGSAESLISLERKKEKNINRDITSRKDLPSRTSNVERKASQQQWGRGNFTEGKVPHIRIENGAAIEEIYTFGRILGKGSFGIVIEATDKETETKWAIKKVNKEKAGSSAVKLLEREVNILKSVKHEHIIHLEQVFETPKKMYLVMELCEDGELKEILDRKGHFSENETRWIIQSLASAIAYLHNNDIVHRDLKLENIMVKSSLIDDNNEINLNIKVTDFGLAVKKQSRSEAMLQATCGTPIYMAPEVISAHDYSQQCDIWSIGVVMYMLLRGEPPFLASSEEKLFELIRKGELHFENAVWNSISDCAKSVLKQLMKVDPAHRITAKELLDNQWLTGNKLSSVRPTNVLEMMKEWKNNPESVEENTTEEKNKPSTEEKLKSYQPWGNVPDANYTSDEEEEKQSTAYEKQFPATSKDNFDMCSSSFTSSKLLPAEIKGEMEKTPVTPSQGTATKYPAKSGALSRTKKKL
* marks the source's active call; other numbers are inactive results; . = not tested or not shown. This is a random part of the collection. About 0.84% of those tested had a hit in this group.

SMILES	Kir21 block	STK33 kinase inh
COc1ccc(C2=NC(C)(C)Cc3cc(OC)c(OC)cc32)cc1	-0.54	0.0
O=C(Nc1ccccc1C(F)(F)F)NC1CCCCC1	-1.81	-0.8
COCCN=c1scc(-c2cc(OC)ccc2OC)n1/N=C/c1c[nH]c2ccccc12	1.25	-0.5
CC(C)(C)c1ccc(/C=N/NC(=S)Nc2cccnc2)cc1	-0.94	0.0
CCO[C@H]1OC(C(=O)N2CCN(Cc3ccc4c(c3)OCO4)CC2)=C[C@@H](C2CC2)[C@@H]1CCCO	-0.07	-1.2
CN(c1ccccc1C(=O)Nc1cccc(Br)c1)S(=O)(=O)c1ccccc1	-0.46	-0.5
O=C(Nc1cc(C(F)(F)F)ccc1N1CCOCC1)c1cccnc1Cl	-1.84	0.7
Cc1ccc(-c2c[n+](CC(=O)Nc3ccccc3)c3n2CCC3)cc1	1.24	0.1
COc1ccc(NCc2nnc(SCC(=O)Nc3cccc(C)c3)o2)cc1	-0.45	-1.3
CCOc1ccc(CN2CCNC(=O)C2CC(=O)NCCc2cnccn2)cc1 (stereo not given)	1.21	0.5
COc1cccc(C(=O)Oc2cc(C)[nH]c(=O)c2[N+](=O)[O-])c1OC	-0.01	0.6
CN(CCCC(=O)NCc1ccco1)S(=O)(=O)c1ccccc1	-0.08	0.6
CSc1ccc(/C=C2\C(=N)N3N=C(CC(=O)N4CCOCC4)SC3=NC2=O)cc1	0.23	-0.1
Cc1cccc(-c2noc(-c3ccc(Cl)cc3[N+](=O)[O-])n2)c1	0.49	-2.4
Clc1ccc(N2COC3c4cccc5cccc(c45)C32)cc1 (stereo not given)	0.58	-0.3
N#Cc1ccc(C2=NC(C(F)(F)F)(C(F)(F)F)c3c(n(Cc4ccco4)c(=O)[nH]c3=O)N2)cc1	0.47	4.1
CCC(C)C(=O)Nc1ccc(S(=O)(=O)Nc2nccs2)cc1 (stereo not given)	0.26	-1.4
COCCCNC(=O)Cc1c(C)c2c(cc(C)c3c(C)c(C)oc32)oc1=O	0.03	.
O=C(c1nn2c(C(F)(F)F)cc(-c3ccccc3)nc2c1Cl)N1CCN2CCCC2C1 (stereo not given)	-0.15	.
COc1ccc(-c2n[nH]c(=S)n2-c2ccccc2C)cc1OC	0.09	-1.1
CC1(C)CC(=O)C(C2C3=C(CC(C)(C)CC3=O)OC3=C2C(=O)CC(C)(C)C3)=C(O)C1	0.18	-0.3
Clc1ccc(/C=C/c2ncc3ccccn23)cc1	0.51	0.2
NNC(=O)c1oc2ccccc2c1-n1cccc1	0.79	-1.3
CCC(C)NC(=O)[C@H]1N2C(=O)c3c(ccc(OC)c3OC)C2SC1(C)C (stereo not given in full)	0	0.2
COc1ccc(-n2nc(C(=O)NCC(=O)NCCc3ccc(OC)c(OC)c3)c3ccccc3c2=O)cc1Cl	1.1	-2.3
SMILES	Kir21 block	STK33 kinase inh
CCNc1nc(NCC)n2c(SCc3ccc(F)cc3)nnc2n1	0.44	-2.1
COCCN1C(=O)c2ccc(C(=O)NCc3cccnc3)cc2C1=O	0.24	-0.2
Cc1cc(OC(C)C(=O)NCCN2CCOCC2)c2c(C)cc(=O)oc2c1 (stereo not given)	0.23	-1.1
CCn1cnc2sc(C(=O)Oc3cccc(C)c3)c(C)c2c1=O	-0.99	-1.0
Cc1cccc(CC(=O)NCCN2CCOCC2)c1	-0.23	-1.0
FC(F)(F)C(F)(F)c1nnc2ccc(-n3ccnc3)nn12	0.1	-0.6
CC(C)C(NC(=O)c1ccc(C(C)(C)C)cc1)C(=O)OCC(=O)NC(=O)Cc1ccccc1 (stereo not given)	-0.43	-0.9
Cc1cc(NC(=O)CN2C(=O)C3CC=CCC3C2=O)no1 (stereo not given)	0.71	-0.6
CN1CCN(CC(O)COc2ccc(C(=O)O)cc2)CC1 (stereo not given)	-0.27	0.2
Nn1c(SCC(=O)Nc2ccc3c(c2)OCO3)nncc1=O	0.08	-2.3
COc1ccccc1C(CC(=O)Nc1ccc(C)c(C)c1)c1ccc(OC(C)C)cc1 (stereo not given)	0.87	0.7
COc1ccccc1NC(=O)c1ccc(NS(=O)(=O)c2cccc3cccnc23)cc1	0.05	.
Cn1cc(CN2CCc3ccccc3C2)c2ccccc21	-0.66	-1.0
CCOc1ccc(NC(=O)COC(=O)CSCC(=O)Nc2ccc(C)cc2C)cc1	.	-0.9
Cc1ccc(-c2nc(CN(CC3CCC3)CC3CCCO3)c(C)o2)s1 (stereo not given)	-1.31	.
Cc1c2c(n3c(nc4ccccc43)c1C#N)N(CCN(C)C)CC2	-0.58	2.6
O=C(/C=C/c1ccccc1)NC(=S)NNC(=O)c1ccco1	0.35	0.1
COc1ccc(OC)c(C2C3=C(CCCC3=O)Nc3nnnn32)c1 (stereo not given)	-1.02	-0.5
Cc1cc(C(=O)OCC(=O)Nc2ccc(F)cc2[N+](=O)[O-])c2ccccc2n1	-0.16	-0.4
CCOC(=O)C1CCN(C(=O)CC(C)c2ccccc2)CC1 (stereo not given)	0.6	-0.4
Cc1csc(C(C)NC(=O)c2ccc(OC3CCN(CCc4ccccc4)CC3)cc2)n1 (stereo not given)	-1.18	-0.3
COc1ccc([N+](=O)[O-])cc1NC(=O)C(C)OC(=O)c1cccnc1 (stereo not given)	0.63	-1.2
O=C(CSc1nnc(C2COc3ccccc3O2)o1)N1CCCc2ccccc21 (stereo not given)	-0.75	0.2
O=C(COC(=O)/C=C/c1ccccc1Cl)NCC1CCCO1 (stereo not given)	.	-0.2
CCOC(=O)C1(CC)NC(c2cccc(F)c2)C2C(=O)N(CC)C(=O)C21 (stereo not given)	0.91	-2.1
SMILES	Kir21 block	STK33 kinase inh
Cc1ccc2c(CN3CC(C)CC(C)C3)cc(=O)oc2c1 (stereo not given)	0.73	-1.0
COc1cc(-c2[nH]ncc2CN2CCN(c3cccc(C)n3)CC2)cc(OC)c1OC	0.02	-1.4
Cc1cccc(C)c1NC(=O)NC1CCc2ccccc21 (stereo not given)	0	-1.2
COc1ccc(-c2nnc(Nc3ccc(OC)c(C(=O)N4CCCCC4)c3)c3ccccc23)cc1	1.28	-1.0
CCn1ncc(-c2cc(C(=O)O)no2)c1C	-1.38	-1.6
COc1cccc(C(C#N)N2N=C(C)CC2(C)C)c1O (stereo not given)	-1.43	-0.2
CCOc1ccc(N(Cc2ccc(C(=O)O)cc2)S(=O)(=O)c2ccc(C)cc2)cc1	-0.82	-1.9
COC(=O)CCC(=O)OC1(C)C(=O)C=C2C=C(C3CC3)N(CCCOC(C)C)C=C2C1=O (stereo not given)	0.48	0.4
COc1ccc2[nH]c3c(=O)n(Cc4ccc(C(=O)N5CCCC5)cc4)c(=S)[nH]c3c2c1	1.04	.
O=C(N/N=C/c1cccnc1)c1cc2ccccc2cc1O	1.32	2.8
COc1ccc(Nc2ccccc2)c(C)c1	-0.4	-1.4
NC(=O)CC(NC(=O)Cc1ccc(Br)cc1)c1ccc(N2CCN(c3ccccn3)CC2)c([N+](=O)[O-])c1 (stereo not given)	-0.03	2.0
O=C(O)C1CCCCC1C(=O)NCCc1ccncc1 (stereo not given)	0.45	0.5
O=c1[nH]c2cc([N+](=O)[O-])c(NCCO)c([N+](=O)[O-])c2[nH]1	1.69	0.5
COc1ccc(CC2(C)OC(c3ccc(Cl)cc3)=NN2C(C)=O)cc1 (stereo not given)	0	0.8
CN(C)S(=O)(=O)c1ccc(N2CCCC2)c(C(=O)NC2(C)CCS(=O)(=O)C2)c1 (stereo not given)	0.21	-2.4
Brc1ccc2ncnc(Nc3cccc4ccccc34)c2c1	-1.13	-1.8
Cc1ccc(S(=O)(=O)NCCN2CCOCC2)cc1C	-0.73	-1.3
CCOC(=O)N1CCN(C(=O)CSc2ccc3nnc(-c4ccncc4)n3n2)CC1	-0.85	-0.7
COCCSc1ccccc1C(=O)NCc1ccc2c(c1)OCO2	-0.47	0.1
COCCNC(=O)Cc1c(C)c2c(cc(C)c3c(C)coc32)oc1=O	-1.17	0.2
CC(=O)Nc1cccc2c1Cc1ccccc1-2	2.3	-0.1
CN(Cc1ccc(C#CCCO)cc1)CC1CCCN(CCc2ccc(Cl)cc2)C1 (stereo not given)	-9.39*	0.8
COc1cccc(C(=O)N/N=C(/c2ccccc2)c2ccccn2)c1	-0.07	2.3
CC(=O)c1cccc(NC(=O)Nc2ccc3c(c2)OCO3)c1	1.54	0.0
SMILES	Kir21 block	STK33 kinase inh
CC(=O)Nc1ccc(S(=O)(=O)Nc2nc3ccccc3nc2N2CCc3ccccc3C2)cc1	1.21	-0.3
Cc1ccc(C)n1-c1cccc(C(=O)Nc2ccccc2)c1	0.15	-19.9
COc1ccccc1N1CCN(C(=O)Cn2nnc(-c3cccs3)n2)CC1	-0.12	0.0
Cc1cccc(CSc2nc3c(c(=O)[nH]2)CCCC3)c1	0.58	.
CCOc1cc(/C=N/N=C2/NC(=O)C(CC(=O)O)S2)ccc1OCc1ccc(Cl)cc1 (stereo not given)	1.06	1.9
Cc1ccnc(NS(=O)(=O)c2ccc(NC(=O)CCOc3ccccc3)cc2)n1	0.77	-2.0
CC(C(N)=O)N1C(=O)NC2(CCCc3ccccc32)C1=O (stereo not given)	0.23	-1.9
CCOc1ccc(-n2cnnn2)cc1S(=O)(=O)NC1CC1	1.35	0.5
O=C(NCN1C(=O)C2C3C=CC(C3)C2C1=O)Nc1cccnc1 (stereo not given)	0.7	-1.3
COc1ccc(CN2C3CCCC2CC(NC(=O)c2cccc(F)c2)C3)cc1 (stereo not given)	0.32	-1.2
O=C(CCc1nnc2ccc(N3CCC4(CC3)OCCO4)nn12)N1CCCCC1	0.51	4.9
Cc1cc(C)cc(OCC(=O)OCC(=O)c2ccc3c(c2)NC(=O)CO3)c1	0.61	0.5
COc1ccc(CC(NC(C)=O)C(=O)NC2CCN(C(=O)C3CCCCC3)CC2)cc1OC (stereo not given)	0.62	-2.5
CCN(C(=O)COC(=O)c1ccccc1O)c1nc2ccccc2s1	.	1.0
CCc1ccc(C(CNC(=O)c2ccc3c(=O)n(-c4ccccc4F)c(=S)[nH]c3c2)N(C)C)cc1 (stereo not given)	0.17	0.6
Cc1onc(C(=O)Nc2ccc(OC(F)(F)F)cc2)c1[N+](=O)[O-]	-0.14	-1.0
CCOC(=O)C1=C(N)n2c(s/c(=C\c3ccco3)c2=O)=C(C(=O)OC(C)C)C1c1ccco1 (stereo not given)	-0.97	-1.0
Cc1ccc(-n2sc3ccccc3c2=O)cc1	-1.59	-4.0
C(=N\N(Cc1ccccc1)c1ccccc1)/c1cccnc1	-1.23	-2.1
COc1ccccc1C(=O)NC(CCSC)C(=O)OC(C)C(N)=O (stereo not given)	0.12	-0.9
CC#CCN1c2ccccc2[C@]23C[C@@H](C(=O)OC)N=C2NC(C(=O)OC)=C(C(=O)OC)[C@H]13	-0.35	-0.6
COc1cccc2c(SCC(=O)N/N=C/c3ccc(O)cc3O)cc(C)nc12	0.21	.
O=C(O)CCCC(=O)Nc1cccc(C(=O)Nc2ccccc2C(=O)O)c1	0.52	0.7
NC(=O)Cn1c(=O)n(-c2ccccc2)c(=O)c2oc3ccccc3c21	1.31	-0.4
CCOC(=O)[C@@H]1CCNC[C@@H]1c1ccccc1	1.59	0.4
SMILES	Kir21 block	STK33 kinase inh
CCc1ccc(NC(=O)Cn2c(=O)c3cccn3c3ccccc32)cc1	-1.15	0.5
Cc1nn(CC(C)C)c(Cl)c1C(=O)N(C)CC(=O)Nc1c(Cl)cccc1Cl	-1.32	-1.6
C/C(=N\NC(=S)Nc1ccccc1)C1Cc2ccccc2C(=O)O1 (stereo not given)	-0.81	-4.9
O=C1Nc2cc(C(=O)N3CCC(N4CCCCC4)CC3)ccc2S/C1=C\c1ccccc1	-5.53*	6.2
Brc1cccc(-c2n[nH]c(-c3ccccc3)n2)c1	-1.09	3.4
Cc1cc(SCC(=O)NN)c2cc(Br)ccc2n1	1.48	-0.5
CN1CCN(S(=O)(=O)c2cccc(C(=O)NCCOc3ccccc3)c2)CC1	-1.26	0.3
CCNc1nc(Oc2c(Cl)cccc2Cl)cc(C(F)(F)F)n1	1.22	-2.1
CSc1nc(N(C)C)nc(N(C)C#N)n1	1.78	0.8
COc1ccc(CCN2C(=O)CSC2=S)cc1OC	0.96	-1.6

Some of the entries so far, comma-delimited:
canonical_smiles,Kir21 block,STK33 kinase inh
O=C1Nc2cc(C(=O)N3CCC(N4CCCCC4)CC3)ccc2S/C1=C\c1ccccc1,-5.53*,6.2
Brc1cccc(-c2n[nH]c(-c3ccccc3)n2)c1,-1.09,3.4

Structural class: the entries above containing a Cl atom.
SMILES	Kir21 block	STK33 kinase inh
O=C(Nc1cc(C(F)(F)F)ccc1N1CCOCC1)c1cccnc1Cl	-1.84	0.7
Cc1cccc(-c2noc(-c3ccc(Cl)cc3[N+](=O)[O-])n2)c1	0.49	-2.4
Clc1ccc(N2COC3c4cccc5cccc(c45)C32)cc1 (stereo not given)	0.58	-0.3
O=C(c1nn2c(C(F)(F)F)cc(-c3ccccc3)nc2c1Cl)N1CCN2CCCC2C1 (stereo not given)	-0.15	.
Clc1ccc(/C=C/c2ncc3ccccn23)cc1	0.51	0.2
COc1ccc(-n2nc(C(=O)NCC(=O)NCCc3ccc(OC)c(OC)c3)c3ccccc3c2=O)cc1Cl	1.1	-2.3
O=C(COC(=O)/C=C/c1ccccc1Cl)NCC1CCCO1 (stereo not given)	.	-0.2
COc1ccc(CC2(C)OC(c3ccc(Cl)cc3)=NN2C(C)=O)cc1 (stereo not given)	0	0.8
CN(Cc1ccc(C#CCCO)cc1)CC1CCCN(CCc2ccc(Cl)cc2)C1 (stereo not given)	-9.39*	0.8
CCOc1cc(/C=N/N=C2/NC(=O)C(CC(=O)O)S2)ccc1OCc1ccc(Cl)cc1 (stereo not given)	1.06	1.9
Cc1nn(CC(C)C)c(Cl)c1C(=O)N(C)CC(=O)Nc1c(Cl)cccc1Cl	-1.32	-1.6
CCNc1nc(Oc2c(Cl)cccc2Cl)cc(C(F)(F)F)n1	1.22	-2.1
